# H37Rv inhibition: M. tuberculosis growth inhibition, HTS (AID 449762) | M. tuberculosis H37Rv growth inhibition, 7H9 media; higher % means a stronger effect | inhibition, % at 25 µM, or IC50 in µM where a hit was titrated | 330,000 compounds, 0.59% hits; in the data active = a potency from the dose series; inconclusive = inhibition above about 70% without an active follow-up result;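 note: bacterial growth assessed after seven days of incubation; strong numbers were not always called active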
# PhoP GFP inhibition: PhoP regulon inhibitors, Salmonella typhi PhoP promoter GFP reporter, confirmatory (AID 1850) | Salmonella Typhi PhoP-promoter GFP reporter, fluorescence, 4 h; higher % means a stronger effect | 310,000 compounds, 0.33% hits | one-dose inhibition, % at 50 µM; IC50 in µM for titrated hits; in the data active = a potency from the dose series; inconclusive = inhibition mostly from about 25% at the one dose, without a potency; inactive = the rest, 99 in 100 with inhibition below about 19%;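 note: 0% = induced wells with vehicle and 100% = uninduced wells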
# VEEV TC-83 Vero: inhibitors of VEEV TC-83 cytopathic effect, confirmation, Vero cells (AID 588727). Vero cells, VEEV TC-83 cytopathic effect inhibition; higher % means a stronger effect. one-dose inhibition, % at 20 µM; IC50 in µM for titrated hits. 350,000 compounds, 0.13% hits; in the data active = a potency from the dose series; inconclusive = inhibition mostly from about 14% at the one dose, without a potency; inactive = the rest, 99 in 100 with inhibition below about 12%; note: strong numbers were not always called active
# tuberculosis growth: growth inhibition of non-replicating M. tuberculosis (AID 488890) | Mycobacterium tuberculosis non-replicating, growth inhibition; higher % means a stronger effect | inhibition, % at 25 µM, or IC50 in µM where a hit was titrated | 320,000 compounds, 0.39% hits; in the data active = a potency from the dose series; inconclusive = inhibition mostly from about 82% at the one dose, without a potency; inactive = the rest, 99 in 100 with inhibition below about 76%;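 note: plate controls were DMSO cells for no effect and high antibiotic wells for full effect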
# influenza NS1A: H1N1 influenza NS1A inhibitors, functional cell based assay (AID 504329) | NS1A functional cell-based assay, percent inhibition; higher % means a stronger effect | inhibition, % at 12.5 µM; hits with a dose series show IC50 in µM | 340,000 compounds, 0.3% hits; in the data active = a potency from the dose series; inconclusive = inhibition above about 27% without an active follow-up result; note: strong numbers were not always called active
# VEEV TC-83 Vero 10K pilot screen: further read-out of VEEV TC-83 Vero, marked with its call; inhibition, %; measured here: 10K pilot screen inhibition
# * = called active by the depositor; i = inactive; ? = inconclusive; nt = no result given.
# Start of the data: the first 5 entries as a preview:
SMILES,H37Rv inhibition,PhoP GFP inhibition,VEEV TC-83 Vero,tuberculosis growth,influenza NS1A,others
COc1ccc(NC(=O)CN(C)C(=O)C23CC4CC(CC(C4)C2)C3)cc1,-11%,-1%,2.2%,7%,-12%,
CCCNC(=O)c1ccc(CN2CCOCC2)cc1,-5%,-16%,0.1%,-12%,-4%,
COc1ccc(-c2csc(NC(=O)c3cc(-c4cccs4)nc4ccccc34)n2)c(OC)c1,?,-10%,2.3%,12%,3%,
COc1cc(S(=O)(=O)Nc2cccc(C)c2)ccc1N=Cc1c(C)[nH]n(-c2ccccc2)c1=O,4%,-5%,nt,-15%,nt,
CCOc1cc(C(=O)N/N=C\c2cn(CC)nc2C)cc(OCC)c1OCC,0%,12%,0.3%,-23%,-3%,

# Main list, from the start:
SMILES,H37Rv inhibition,PhoP GFP inhibition,VEEV TC-83 Vero,tuberculosis growth,influenza NS1A,others
COc1ccc(NC(=O)CN(C)C(=O)C23CC4CC(CC(C4)C2)C3)cc1,-11%,-1%,2.2%,7%,-12%,
CCCNC(=O)c1ccc(CN2CCOCC2)cc1,-5%,-16%,0.1%,-12%,-4%,
COc1ccc(-c2csc(NC(=O)c3cc(-c4cccs4)nc4ccccc34)n2)c(OC)c1,?,-10%,2.3%,12%,3%,
COc1cc(S(=O)(=O)Nc2cccc(C)c2)ccc1N=Cc1c(C)[nH]n(-c2ccccc2)c1=O,4%,-5%,nt,-15%,nt,
CCOc1cc(C(=O)N/N=C\c2cn(CC)nc2C)cc(OCC)c1OCC,0%,12%,0.3%,-23%,-3%,
CC(=O)C1=C(C)NC(SCC(=O)c2ccc(Cl)c(Cl)c2)=C(C#N)C1c1ccco1 (stereo unspecified),?,-27%,6.6%,45%,-4%,
CC(=O)N1CCN(c2ccc(NC(=O)COc3ccc(Cl)cc3Cl)cc2)CC1,4%,8%,5.5%,30%,5%,
CC(=O)Nc1nc2c(F)cccc2s1,-1%,-4%,0.7%,-4%,-1%,
Cc1cc(NC(=O)c2ccccc2F)n(-c2nc3ccccc3[nH]2)n1,-7%,-11%,9.7%,7.5µM*,2%,
Cc1c(C)[n+](=O)c2c(n1[O-])CCC2,-5%,-18%,0.4%,-1%,1%,
COc1ccccc1NC(=S)N(CCc1nc2cc(C)c(C)cc2[nH]1)Cc1cccnc1,1%,-5%,i,55%,4%,
Cc1ccc(S(=O)(=O)N2CCN(C(=O)N3CCOCC3)C2c2ccc(N(C)C)cc2)cc1 (stereo unspecified),4%,4%,i,3%,-3%,VEEV TC-83 Vero 10K pilot screen=0.9
C#CCOCCOCCOCCNc1nc(N2CCN(C(=O)[C@H](CCCCN)n3cc([C@@H](N)CO)nn3)CC2)nc(N2CCN(C(=O)[C@H](Cc3cc4ccccc4[nH]3)n3cc([C@@H](N)Cc4ccc(O)cc4)nn3)CC2)n1,?,28%,nt,72%,nt,
COc1ccccc1-c1noc(-c2cccnc2)n1,nt,-13%,5.2%,-3%,-2%,VEEV TC-83 Vero 10K pilot screen=3.7
Nc1cc2c(cc1C(=O)c1ccc(Cl)cc1)OCCO2,5%,-1%,6.3%,34%,11%,
Cc1cccn2cc(CCNC(=O)Cc3cccs3)nc12,-4%,1%,0.8%,-5%,4%,
CCOC(=O)c1ccc(N2C(=O)CC(Sc3nnc(C)s3)C2=O)cc1 (stereo unspecified),-4%,-15%,5.8%,-1%,-17%,
CCCN(CC(=O)Nc1ccccc1C)C(=O)c1ccc(C2SCCS2)cc1,5%,4%,1.8%,5%,5%,
CCOc1ccccc1C(=O)NCCCn1ccnc1,1%,-6%,0.2%,4%,15%,VEEV TC-83 Vero 10K pilot screen=1.8
CCN=C(NC#N)SCc1c(F)cccc1Cl,-3%,0%,0.2%,43%,1%,
Oc1c(C=NCc2ccncc2)sc2ccccc12,3%,-9%,nt,14%,nt,
Cc1ccc(NC(=O)CN(C)C(=O)C(C)OC(=O)CNC(=O)c2ccc(Cl)c([N+](=O)[O-])c2)cc1 (stereo unspecified),46%,-8%,2.1%,12%,1%,
COc1ccc(C(=O)COC(=O)C(C)N2C(=O)C3C4CCC(C4)C3C2=O)cc1 (stereo unspecified),3%,-28%,1.8%,-11%,-3%,
COc1cccc(C2C(=O)N(C3CCCCC3)CC(=O)N2Cc2ccc(F)cc2)c1 (stereo unspecified),-3%,-2%,1.4%,1%,18%,
CCC(C)NC(=O)[C@@H]1CCCN1C(=O)C1CCN(S(=O)(=O)c2ccc(C)cc2)CC1 (stereo partly specified),0%,-2%,i,-16%,-4%,

# Molecules shown so far that have a cyano group, in the order listed:
SMILES,H37Rv inhibition,PhoP GFP inhibition,VEEV TC-83 Vero,tuberculosis growth,influenza NS1A,others
CC(=O)C1=C(C)NC(SCC(=O)c2ccc(Cl)c(Cl)c2)=C(C#N)C1c1ccco1 (stereo unspecified),?,-27%,6.6%,45%,-4%,
CCN=C(NC#N)SCc1c(F)cccc1Cl,-3%,0%,0.2%,43%,1%,

# Next section.
SMILES,H37Rv inhibition,PhoP GFP inhibition,VEEV TC-83 Vero,tuberculosis growth,influenza NS1A,others
N#Cc1cnn(Cc2ccc(Cl)cc2)c1N,1%,4%,1.2%,5%,-8%,
CC(C)C(=O)N(c1ccc2oc(=O)sc2c1)S(=O)(=O)c1cccs1,3%,2%,1.0%,8%,-4%,
CN(C(=O)c1ccc(NC(=O)Cc2ccc(NC(=O)C3CCCN(C(=O)c4ccccc4)C3)cc2)cc1)C1CC1 (stereo unspecified),-3%,nt,0.5%,-4%,-6%,VEEV TC-83 Vero 10K pilot screen=2.3
COc1ccc(S(=O)(=O)Cc2ccc(C(=O)N3CC(C)CC(C)C3)o2)cc1 (stereo unspecified),3%,-2%,i,5%,-3%,
CC1CN(C(=O)[C@@H]2CCCN2S(=O)(=O)c2ccc(Cl)cc2)CC(C)O1 (stereo partly specified),nt,nt,1.4%,nt,-3%,
O=C(Nc1ccccc1N1CCN(C(=O)c2ccc(Cl)cc2)CC1)c1cccnc1,0%,3%,i,25%,11%,
CN(C)S(=O)(=O)c1ccc2c(c1)c(=O)c(C(=O)N1CCOCC1)cn2C,-1%,1%,0.4%,-3%,-2%,
COc1ccccc1/C=C/C=c1\sc2nc(=O)c(Cc3ccccc3)nn2c1=O,3%,-7%,2.0%,15%,4%,
CCOC(=O)N1CCC(NC(=O)c2cnc3n(c2=O)CCS3)CC1,-7%,-4%,1.0%,-4%,19%,
COc1ccc(-c2nnn(Cc3nc(N)nc(N4CCOCC4)n3)n2)cc1OC,-1%,1%,1.9%,-2%,-9%,VEEV TC-83 Vero 10K pilot screen=1.1
COC(=O)c1ccccc1NC(=O)CSc1ncccn1,-1%,4%,i,-18%,-13%,
Cc1ccc(C(=O)O)cc1NC(=O)c1ccc(Cn2nc(C)c(Cl)c2C)o1,0%,-1%,2.7%,-5%,6%,
CN(C)C(=O)COc1ccc(Br)cc1,-3%,7%,3.2%,8%,-5%,
COc1cccc(N2CCN(C(=O)CC(NC(=O)c3ccccc3)c3ccccc3)CC2)c1 (stereo unspecified),7%,nt,7.7%,35%,0%,
C/C(=N\Nc1nc(N)cc(Cl)n1)c1ccc(F)cc1,8%,0%,2.4%,7%,1%,
Cc1nc(-c2ccccc2)sc1-c1nnc(C2CC2)o1,-1%,-1%,6.3%,36%,-21%,
CC(C)c1ccc(NS(=O)(=O)c2cccc3cccnc23)cc1,9%,-18%,0.4%,4%,-6%,
O=C(NNC(=O)c1cccnc1)Nc1ccccc1,1%,-13%,i,2%,-5%,
Cc1c(CN2CCC(CO)(CCOc3ccccc3)CC2)c(=O)n(-c2ccccc2)n1C,-3%,10%,1.1%,10%,-7%,
Cc1ccccc1C(=O)NC1CCN(CC(=O)Nc2ccccc2)CC1,1%,-4%,i,-9%,-5%,
Cc1cccc(NC(=O)CSc2nc(C)c(CC(=O)c3ccc(Br)cc3)c(C)c2C#N)c1C,-6%,1%,i,-5%,6%,
O=Cc1ccc(OCC(=O)Nc2ccccc2-c2ccccc2)cc1,10%,-25%,3.1%,42%,8%,
CC(/C=N/n1c(-c2ccccc2)n[nH]c1=S)=C\c1ccco1,8%,10%,1.9%,-1%,-14%,
COc1ccc(CCC(=O)NCc2ccccc2Cl)cc1OC,-5%,2%,0.9%,-25%,-7%,
CCOC(=O)C1C(O)=CC(=O)CC1c1ccccc1 (stereo unspecified),-4%,9%,0.1%,59%,2%,

# The list continues:
SMILES,H37Rv inhibition,PhoP GFP inhibition,VEEV TC-83 Vero,tuberculosis growth,influenza NS1A,others
Cc1ccc(-n2nc3c4c(cccc4c2=O)-c2ccccc2-3)cc1,11%,4%,1.0%,12%,-13%,
Cn1c(SCc2c(Cl)cccc2Cl)nc(C(F)(F)F)cc1=O,4%,-9%,1.8%,2%,5%,
CCOC(=O)c1[nH]c2ccc(OC)cc2c1NC(=O)CCN1CCCC(C)C1 (stereo unspecified),11%,3%,6.3%,2%,0%,
Cc1cccc(C(=O)NCC(=O)NCCCSc2ccccc2)c1,-1%,-2%,1.4%,7%,-10%,
CCCCNC(=O)CCn1nc(-c2ccc(C)cc2)c2ccccc2c1=O,2%,-9%,0.3%,2%,21%,
CCOc1ccccc1OCCCC(=O)N1CCN(S(=O)(=O)c2cccc(F)c2)CC1,-7%,4%,5.8%,4%,4%,
N#Cc1c(N2CCN(C(=O)c3ccccc3)CC2)nc(-c2ccccc2)c2c1CCCC2,?,0%,4.7%,38%,-4%,
CC(C)c1cccc(-c2ccc3c(c2)S(=O)(=O)c2cccc(C(=O)NC4CCCC4)c2C3=O)c1,3%,nt,i,11%,6%,
Cc1cccc(C(=O)N/N=C2\CS(=O)(=O)N(C)c3ccsc32)c1,4%,-11%,3.3%,56%,10%,
CCN(CC(=O)Nc1ccc2c(c1)OCCO2)C(=O)COc1cc(C)ccc1Cl,1%,6%,5.2%,14%,-6%,
N=c1c2c(-c3ccccc3)c(-c3ccccc3)oc2ncn1Cc1ccco1,?,-14%,2.1%,42%,1%,
CCOC(=O)CC(NC(=O)CCS(=O)(=O)c1ccc2c(c1)n(C)c(=O)c(=O)n2C)c1ccc(C)cc1 (stereo unspecified),-2%,5%,4.5%,4%,0%,
C[C@H](NC(=O)N1CCn2c1nc1ccccc12)C(=O)NC1CCCCC1,6%,-2%,0.6%,8%,2%,
Cc1ccc(SCCNC(=O)/C=C/c2ccc([N+](=O)[O-])cc2)cc1,2%,-4%,2.1%,54%,0%,
COc1ccccc1C(=O)NCCSCc1ccccc1Cl,15%,-6%,1.3%,37%,-2%,
CCN1CCN(C(=S)Nc2ccccc2Cl)CC1,10%,-7%,i,4%,0%,
COc1ccc(C(CNC(=O)c2cccc(S(=O)(=O)N3CCCCC3)c2)N2CCCC2)cc1 (stereo unspecified),-7%,nt,i,0%,9%,

# In the list so far, these have an NH in an aromatic ring.
SMILES,H37Rv inhibition,PhoP GFP inhibition,VEEV TC-83 Vero,tuberculosis growth,influenza NS1A,others
COc1cc(S(=O)(=O)Nc2cccc(C)c2)ccc1N=Cc1c(C)[nH]n(-c2ccccc2)c1=O,4%,-5%,nt,-15%,nt,
Cc1cc(NC(=O)c2ccccc2F)n(-c2nc3ccccc3[nH]2)n1,-7%,-11%,9.7%,7.5µM*,2%,
COc1ccccc1NC(=S)N(CCc1nc2cc(C)c(C)cc2[nH]1)Cc1cccnc1,1%,-5%,i,55%,4%,
C#CCOCCOCCOCCNc1nc(N2CCN(C(=O)[C@H](CCCCN)n3cc([C@@H](N)CO)nn3)CC2)nc(N2CCN(C(=O)[C@H](Cc3cc4ccccc4[nH]3)n3cc([C@@H](N)Cc4ccc(O)cc4)nn3)CC2)n1,?,28%,nt,72%,nt,
CC(/C=N/n1c(-c2ccccc2)n[nH]c1=S)=C\c1ccco1,8%,10%,1.9%,-1%,-14%,
CCOC(=O)c1[nH]c2ccc(OC)cc2c1NC(=O)CCN1CCCC(C)C1 (stereo unspecified),11%,3%,6.3%,2%,0%,
